STAT1 activator = increases IFN-gamma driven STAT1 reporter signal; NIH 3T3 STAT1-luciferase reporter, luminescence; 100% = IFN-gamma alone, no compound; activation (% of control), % at 5.5 µM; actives 2.6% (n = 200,000); AID 932;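 active means activation above the screen-wide mean activation plus 3 SD, cut at about 130% in these data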;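 further: raw ratio to IFN-gamma control signal so 100% means no change and 0% no light; values of inactives mirror those of a sister screen read the other way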
Diaph inh CS = counter-screen for diaphorase-based assays: diaphorase inhibitors and chemical oxidizers. diaphorase resazurin-to-resorufin fluorescence, NADH, 16 min; bacterial (C. kluyveri) enzyme, not human. inhibition, % at 20 µM. actives 0.69% (n = 190,000). AID 1217;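 active means primary screen inhibition at 20 µM above a set limit, cut at about 50% in these data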;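 further: plate controls were DMSO with full reaction for no effect and wells lacking NADH for full effect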
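Assay system: diaphorase enzyme from Clostridium kluyveri. Quantity: enzyme working solution with 0.14 U/mL diaphorase. Schedule: reaction incubation of 16 min at room temperature. Technique: resorufin fluorescence, excitation 544 nm, emission 590 nm. Controls: No-NADH positive control and DMSO neutral control.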
TLR4-MyD88 BLA = blocks binding of human TLR4 to MyD88 | O00206+Q99836 | HeLa CL3-4 TLR4/MyD88 BLA complementation, FRET ratio | inhibition, % at 8.4 µM | actives 0.18% (n = 200,000) | AID 861; in the data active means inhibition above about 25%;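 further: 0% = vehicle and 100% = reference inhibitor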
Target sequence (O00206 whole entry, looked up): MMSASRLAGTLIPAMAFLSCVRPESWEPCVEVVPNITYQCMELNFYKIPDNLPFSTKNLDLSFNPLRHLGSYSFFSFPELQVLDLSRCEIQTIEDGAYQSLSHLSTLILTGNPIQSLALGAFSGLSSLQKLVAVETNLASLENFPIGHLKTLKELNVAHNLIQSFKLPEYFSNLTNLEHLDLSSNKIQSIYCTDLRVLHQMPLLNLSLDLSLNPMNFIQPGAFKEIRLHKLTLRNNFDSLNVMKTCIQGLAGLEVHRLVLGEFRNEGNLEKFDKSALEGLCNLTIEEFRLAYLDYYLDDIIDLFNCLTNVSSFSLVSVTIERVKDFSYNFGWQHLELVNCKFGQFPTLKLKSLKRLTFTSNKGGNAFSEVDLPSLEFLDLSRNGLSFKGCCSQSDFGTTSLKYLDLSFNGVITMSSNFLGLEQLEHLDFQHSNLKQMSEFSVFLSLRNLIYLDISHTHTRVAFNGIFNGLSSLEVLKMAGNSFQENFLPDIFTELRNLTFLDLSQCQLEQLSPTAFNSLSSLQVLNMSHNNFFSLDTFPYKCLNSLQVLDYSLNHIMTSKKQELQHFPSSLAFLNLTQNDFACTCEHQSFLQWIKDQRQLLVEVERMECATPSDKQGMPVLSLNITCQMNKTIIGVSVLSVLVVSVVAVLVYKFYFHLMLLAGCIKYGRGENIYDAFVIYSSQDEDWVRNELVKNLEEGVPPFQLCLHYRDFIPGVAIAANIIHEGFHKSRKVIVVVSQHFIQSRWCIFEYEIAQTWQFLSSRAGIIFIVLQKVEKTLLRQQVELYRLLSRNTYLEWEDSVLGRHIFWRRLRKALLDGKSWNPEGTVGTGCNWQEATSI
Target sequence (Q99836 whole entry, looked up): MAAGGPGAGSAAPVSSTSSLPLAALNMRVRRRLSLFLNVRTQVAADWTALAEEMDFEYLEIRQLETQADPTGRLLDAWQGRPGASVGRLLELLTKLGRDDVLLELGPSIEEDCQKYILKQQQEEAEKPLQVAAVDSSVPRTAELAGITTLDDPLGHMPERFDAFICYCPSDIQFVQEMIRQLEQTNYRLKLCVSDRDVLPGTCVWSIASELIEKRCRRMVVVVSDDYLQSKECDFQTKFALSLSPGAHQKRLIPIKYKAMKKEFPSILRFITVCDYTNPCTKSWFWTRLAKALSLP
STAT3 blocker = inhibitors of IL-6 induced STAT3 signaling | inhibition, % at 5.5 µM | U3A cells, IL-6 STAT3-luciferase reporter, luminescence; host cell line lacks STAT1 | actives 0.89% (n = 190,000) | AID 862;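 active means inhibition above the mean inhibition across all screened compounds plus 3 SD, cut at about 44% in these data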;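 further: 0% = DMSO only wells and 100% = 100 µM nifuroxazide control wells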
STAT1 blocker = STAT1 signaling inhibition | NIH 3T3 STAT1-luciferase reporter, IFN-gamma, luminescence | inhibition, % at 5.5 µM | actives 0.35% (n = 200,000);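 active means inhibition above a set limit, the mean inhibition across all tested compounds plus 3 SD, cut at about 34% in these data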;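 further: 0% = IFN-gamma with DMSO and 100% = IFN-gamma with 300 µM nifuroxazide; values of inactives mirror those of a sister screen read the other way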
Diaphorase act = diaphorase activation or chemical reduction counter-screen | activation factor at 20 µM | Diaphorase/resazurin coupled assay, resorufin fluorescence, 16 min; stronger effect = higher value; 1 = vehicle wells, 0 = NADH-free wells | AID 1229 | actives 0.005% (n = 190,000);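 active means diaphorase activity raised at least twofold by the compound at 20 µM; inactive means activation factor below 2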
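Assay system: Purified diaphorase enzyme from Clostridium kluyveri | Amount: Enzyme 0.07 U/mL final | Dosing: Compound 20 µM once, DMSO 1% | Timing: 16 min reaction at room temperature | Detection: Fluorescence, excitation 544 nm and emission 590 nm | Evaluation: Higher resorufin formation from activation or reduction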
STAT3 act = activators of IL-6 induced STAT3 signaling; U3A cells, IL-6 STAT3-luciferase reporter, luminescence; 100% = signal with IL-6 EC80 alone; activation (% of control), % at 5.6 µM; actives 0.91% (n = 190,000); AID 871;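 active means activation above the screen-wide mean of compound activation plus 3 SD, cut at about 130% in these data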;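 further: 0% = background luminescence of wells with medium and substrate only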
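Test system: STAT3-luciferase reporter U3A cells; Detection: reporter luminescence signal; Times: 1 h compound pre-exposure, 6 h IL-6 stimulation, 37 °C; Benchmarks: IL-6-only high control; Also added: IL-6 stimulus at 33 ng/mL final.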
Hsp70 activator = transcriptional activators of Hsp70; HeLa Hsp70 promoter luciferase reporter, luminescence; scaled: vehicle 0, proteasome-inhibitor control 100%; activation, % at 10 µM; actives 0.04% (n = 200,000); AID 1203;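 active means activation above the mean across all tested compounds plus 3 SD, cutoff set per campaign, cut at about 5.5% in these data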;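 further: 100% = MG132 at 30 µM as the positive control and 0% = DMSO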
G6PDH counter = L. mesenteroides G6PDH inhibition counter-screen; inhibition, % at 5 µM; AID 1020; Purified L. mesenteroides G6PDH, diaphorase/resazurin coupled fluorescence, 45 min; actives 0.12% (n = 200,000); in the data active means inhibition above about 50%
APP transl inh = APP translation inhibition. SH-SY5Y APP 5'UTR-luciferase reporter, luminescence. inhibition, % at 2 µM. actives 0.82% (n = 190,000);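 active means inhibition above a set limit, derived from the sample mean plus 3 SD, cut at about 45% in these data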; further: values of inactives mirror those of a sister screen read the other way
* hit, by the source's call; . = no result given.

SMILES	STAT1 activator	Diaph inh CS	TLR4-MyD88 BLA	STAT3 blocker	STAT1 blocker	Diaphorase act	STAT3 act	Hsp70 activator	G6PDH counter	APP transl inh
O=C(NC1CCN(C(=S)NCCc2ccccc2)CC1)C1CCCCC1	96.5	-10.8	-18.4	10.6	1.8	1.1	98.0	-0.1	4.0	-4.2
COc1ccc(-c2nnc(SCC(=O)N3CCCC(C)C3)o2)c(OC)c1 (centres undefined)	97.8	4.1	-3.0	19.4	2.5	1	91.9	2.7	2.4	-0.8
CCOC(=O)c1ccc(NC(=S)N2CCCC(C)C2)cc1 (centres undefined)	102.8	5.7	-0.1	8.0	-4.6	0.9	96.9	0.0	-0.3	-18.3
COC(=O)Cn1cc([N+](=O)[O-])nc1C	101.8	4.4	-3.9	7.0	-3.1	1	95.5	-0.2	1.6	-4.3
O=C(COc1ccc(C(=O)c2ccc(F)cc2)cc1)NCc1ccc(F)cc1	98.2	12.1	-9.8	2.4	2.0	0.9	96.8	-0.3	10.7	18.8
Cc1cc(C(=O)NCc2cc(C(=O)O)oc2C)c(C)o1	104.1	10.1	0.1	6.2	-4.4	0.9	98.3	-0.5	6.7	-6.8
Cc1cc(C)c2c3c(sc2n1)C(c1ccccc1)C(C#N)=C(N)O3 (centres undefined)	94.7	-2.7	2.8	-25.0	5.8	1	124.4	-0.3	0.6	7.5
COc1ccc(NC(=O)CCSCCc2ccccn2)cc1OC	96.3	2.2	20.1	11.3	2.6	1	94.0	0.1	4.9	-7.5
COc1ccc(C2CC(c3ccccc3)Nc3nc(NC(=O)c4cccs4)nn32)cc1 (centres undefined)	94.3	9.2	-6.2	14.0	6.1	0.9	90.6	-0.5	-1.6	-13.2
Cc1cc(N2CCCCC2)nc(NCc2ccccc2)n1	79.4	-20.2	9.7	46.1*	22.9	1.2	69.2	0.4	8.4	5.7
CCc1nnc(NC(=O)CSc2ccc(-c3nc4ccccc4[nH]3)cn2)s1	106.4	-5.3	-6.8	-19.9	-7.2	1.1	120.2	0.0	3.6	-22.4
O=C(NCc1ccccc1)C1C2C=CC3(CN(Cc4cccnc4)C(=O)C13)O2 (centres undefined)	100.7	-6.5	3.4	0.9	-0.7	1.1	103.7	0.2	9.1	-3.3
CCN1CCc2nc(SCC(=O)Nc3ccc(OC)cc3)c(C#N)cc2C1	98.2	27.2	-14.2	10.7	2.5	0.7	96.2	-0.3	-2.3	-20.9
CCCCOC(=O)CCc1nc2ccccc2[nH]c1=O	94.3	10.4	-16.5	5.6	6.2	0.9	100.3	-0.4	8.7	13.2
COc1ccc(C(C[N+](=O)[O-])n2nc(C)cc2C)cc1 (centres undefined)	100.4	13.3	-7.0	-7.4	-0.4	0.9	103.9	-0.1	14.5	1.0
CC(C)N1CCN(Cc2ccoc2)CC1CCO (centres undefined)	90.8	-19.1	20.0	4.7	7.9	1.2	98.8	-0.3	16.0	-15.8
CC1(C)CC(=O)C2=C(C1)N(c1ccccc1)C(=O)CC2c1ccc(O)cc1 (centres undefined)	97.8	18.9	-4.5	1.4	1.3	0.8	100.1	-0.1	12.7	-12.2
COc1ccc(NC(=O)COC(=O)C2CCCCC2)c([N+](=O)[O-])c1	99.5	30.2	-7.0	1.8	0.6	0.7	100.4	-0.3	-24.7	-0.1
O=C(COc1ccc(Cl)cc1)NCc1cn2cc(Cl)ccc2n1	101.0	3.1	-10.0	3.3	-2.1	1	98.4	-0.2	-2.5	15.7
Cc1cc(N2C(=O)C(=O)/C(=C(/O)c3ccc(F)cc3)C2c2cccc(Br)c2)no1 (centres undefined)	96.8	14.9	-6.1	3.9	3.5	0.9	99.7	1.4	15.8	11.8
CC(C)c1onc(C(=O)NCc2ccccn2)c1[N+](=O)[O-]	105.7	4.1	-11.9	1.6	-7.2	1	105.1	0.0	8.7	5.7
COc1ccc(C(=O)NC2CCCCCC2)cc1S(=O)(=O)Nc1ccc(Br)cc1	115.7	2.9	-7.8	4.5	-16.9	1	100.0	0.0	5.6	-3.3
Cc1c(CN(C)Cc2cn(C)nc2-c2ccccc2F)[nH]c2ccccc12	84.0	10.2	-1.8	-3.4	15.3	0.9	106.0	-0.3	2.7	-41.3
O=C(COc1cccc(NC(=O)c2cccc([N+](=O)[O-])c2)c1)c1ccc(Br)cc1	95.3	3.4	4.1	17.9	5.3	1	94.2	0.0	-7.3	-10.8
OCCNc1nc2ccccc2n1CCN1CCCCC1	101.2	2.4	3.6	-9.2	0.1	1	110.5	0.9	3.4	-14.7
Cc1ccc(C2c3c(oc4ccc(Cl)cc4c3=O)C(=O)N2CCCN2CCOCC2)o1 (centres undefined)	102.1	22.7	-9.3	15.3	-2.3	0.8	94.4	-0.2	9.9	11.8
Cc1ccc(-n2nc(-c3ccc(N)cc3)cc2N)cc1	93.5	23.6	-6.2	-4.9	7.9	0.8	104.1	-0.3	-3.4	-23.9
COc1ccccc1OCCCOc1ccc(C)cc1Br	111.2	15.7	2.2	-17.1	-9.4	0.8	111.4	-0.1	2.3	-27.0
CCOC(=O)c1ccc2nc(C(F)(F)F)[nH]c(=O)c2c1	99.6	12.8	-0.1	6.7	0.4	0.9	98.8	-0.6	-0.6	-16.3
Cn1c(=O)[nH]c(=O)c2c1nc(NCCCO)n2CCCc1ccccc1	97.5	3.6	5.8	7.0	2.7	1	96.2	0.1	4.7	-9.3
CCCS(=O)(=O)N1CCCC(C(=O)NCc2ccc3c(c2)OCO3)C1 (centres undefined)	92.6	11.8	-5.1	8.5	8.1	0.9	97.9	-0.4	1.4	.
Cc1ccc(C(=O)Cn2cnc3ccccc3c2=O)cc1C	137.7*	5.1	6.7	7.7	-45.1	0.9	93.6	1.2	20.6	-28.3
CC(c1ccccc1F)n1cc(C(=O)NCCc2ccco2)nn1 (centres undefined)	100.3	13.1	6.8	-5.2	-0.3	0.9	108.6	-0.5	4.7	-1.9
COCCCNC(=S)NC1CCCCC1	99.0	-1.2	9.5	3.8	1.1	1	99.0	-0.4	8.9	13.1
COC(=O)CNC(=O)c1c(-c2ccccc2Cl)noc1C	90.9	12.3	-2.5	0.5	9.9	0.9	101.9	0.1	0.4	-7.6
COc1ccccc1NC(=O)CN1CCC(c2nc3ccc(C)cc3[nH]2)CC1	109.2	-6.6	-3.7	2.0	-12.1	1.1	104.5	0.2	20.6	-12.0
Cc1ccnc(SCCn2c(N3CCN(Cc4ccccc4)CC3)nc3c2c(=O)[nH]c(=O)n3C)n1	104.7	13.4	-7.3	4.0	-5.2	0.9	101.0	0.4	0.8	-9.6
Cc1oc(-c2ccccc2F)nc1CS(=O)(=O)CC(=O)NCc1ccco1	96.2	18.2	-8.8	5.7	4.2	0.8	99.6	0.8	-0.6	-7.5
Cn1cccc1/C=C1\Cc2ccccc2C1=O	140.3*	19.8	-12.7	0.9	-44.0	0.8	101.1	0.2	7.8	-183.5
COC(=O)CCC(=O)N(CCN(C(=O)CCC(=O)OC)c1ccccc1)c1ccccc1	99.8	10.5	9.6	10.4	-0.6	0.9	101.2	-0.4	1.5	-6.3
COc1ccccc1Nc1nc(-c2sc(NC(=O)c3cccc(Cl)c3)nc2C)cs1	115.9	16.3	6.8	11.6	-17.9	0.8	92.0	-0.1	6.1	-11.2
O=C(CCN1c2ccccc2Sc2ccccc21)Oc1ccccc1	102.9	16.1	-1.8	-6.6	-0.7	0.8	103.2	-0.4	-10.5	-13.3
CCOC(=O)c1sc(N/N=C/c2cccc(C)c2)nc1C	129.9*	18.1	-3.7	16.4	-36.7	0.8	93.0	-0.1	-3.4	-15.0
Cc1cc(C)cc(-n2c(SC(C)C(=O)NCc3ccc4c(c3)OCO4)nc3ccccc3c2=O)c1 (centres undefined)	89.1	21.2	-1.4	13.0	12.2	0.8	91.0	-0.2	-34.5	-3.5
COC(=O)c1cn(-c2ccccc2)nc1-c1ccc(OC)cc1	101.3	-0.3	2.2	13.9	-2.5	1	89.9	-0.4	9.2	5.9
CCc1sc(C(=O)NC2CCN(C)CC2)cc1Br	97.7	-7.2	-6.5	-6.9	2.5	1.1	108.0	-0.3	1.7	4.5
CC(=O)c1sc2nc(SCC(=O)N3CCCCC3)[nH]c(=O)c2c1C	101.0	25.9	6.9	-19.1	-1.0	0.7	119.3	0.8	1.2	-9.3
CCOc1ccccc1NC(=O)c1cc(-c2ccncc2)nc2c(Cl)cccc12	104.7	-18.9	3.6	7.1	-8.1	1.2	98.1	-0.4	10.3	-2.0
COc1ccc(-c2ccc(/C=N/NC(=O)c3cccnc3)o2)c([N+](=O)[O-])c1	100.2	7.5	7.8	24.6	-0.3	0.9	77.9	-0.3	4.3	7.3
COc1ccc(NC(=O)c2ccco2)cc1N	113.5	24.0	3.8	5.6	-14.9	0.8	103.8	-0.1	13.9	-16.1

Arranged by the number under Hsp70 activator (descending): some entries from above.
structure	Hsp70 activator
COc1ccc(NC(=O)c2ccco2)cc1N	-0.1
Cc1cc(C)cc(-n2c(SC(C)C(=O)NCc3ccc4c(c3)OCO4)nc3ccccc3c2=O)c1 (centres undefined)	-0.2
CCc1sc(C(=O)NC2CCN(C)CC2)cc1Br	-0.3
CCOc1ccccc1NC(=O)c1cc(-c2ccncc2)nc2c(Cl)cccc12	-0.4

The list goes on:
SMILES	STAT1 activator	Diaph inh CS	TLR4-MyD88 BLA	STAT3 blocker	STAT1 blocker	Diaphorase act	STAT3 act	Hsp70 activator	G6PDH counter	APP transl inh
COc1ccc(C2CC(C(F)(F)F)n3ncc(C(=O)O)c3N2)cc1OC (centres undefined)	97.2	2.2	6.3	4.9	3.0	1	101.0	-0.5	7.8	-11.1
Cc1ccc(NC(=O)CS(=O)CC(=O)NC2CCN(Cc3ccccc3)CC2)c(C)c1 (centres undefined)	92.4	6.2	1.4	9.9	8.3	0.9	96.8	-0.4	-1.4	-1.9
Nc1scc2c(C(=O)N/N=C/c3ccc(Cl)cc3)nn(-c3ccccc3)c(=O)c12	100.4	75.2*	-2.3	11.9	-0.5	0.2	93.3	-0.1	20.4	2.5
Cc1ccsc1C(=O)N1CC(=O)Nc2ccccc21	97.8	26.5	8.8	20.2	2.4	0.7	89.0	-0.5	-1.8	-2.0
CCOCCc1nnc(NC(=O)c2cccc(F)c2)s1	115.2	-0.7	8.7	0.2	-16.4	1	103.6	-0.2	9.8	7.2
COCc1cc(=O)n2[nH]c(-c3cccc(Br)c3)cc2n1	106.8	17.1	12.7	3.7	-7.4	0.8	101.5	0.0	4.5	2.7

Bioassay records as filed in PubChem.
